Compound activity: PubChem, Broad Institute
CAL PDZ FP-1 – blocks peptide binding to human CAL PDZ domain | Q9HD26 | purified CAL PDZ, TMR-peptide fluorescence polarization, 1 h | inhibition, % at 20 µM | hit rate 0.02% among 330,000 | AID 504414;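 active = highest replicate inhibition of at least 40%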;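 also: plate controls were DMSO neutral control wells for no effect and unlabeled competitor peptide control wells for full effect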
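System: tagged CAL PDZ domain. Schedule: 1 h room-temperature incubation prior to read. Signal: fluorescence polarization (mP). Measure: percent inhibition from loss of millipolarization.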
SR-BI DiI-HDL act – enhances SR-BI lipid uptake from DiI-HDL | CHO ldlA[mSR-BI] cells, DiI-HDL uptake fluorescence, 3 h; 100 = double the neutral-control signal | activation, % at 12.5 µM | hit rate 0.096% among 320,000;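 active = mean replicate activation of at least 60% and every replicate at or above 60%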;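 also: 0% = median plate neutral-control signal and 100% = twice that signal; values of inactives mirror those of a sister screen read the other way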
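Material: SR-BI-overexpressing, LDLR-lacking CHO cells | Dosing: Single compound concentration, delivered by pin transfer | Probe or stimulus: Labelled HDL, 10 µg/mL | Signal: Bottom-read cell fluorescence after medium removal, ex 550/em 595 nm | Schedule: 3 h, 37 °C | Evaluation: HDL uptake via cellular fluorescence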
MITF act – MITF TRPM1 promoter activation in melanoma cells; SK-MEL-5 TRPM1-promoter luciferase, 24 h; % of positive control, neutral wells = 0; activation, % at 12.5 µM; hit rate 0.75% among 300,000;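 active = mean activation of at least 80% with every replicate also reaching 80%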;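 also: 0% = neutral control wells and 100% = parthenolide positive control wells; values of inactives mirror those of a sister screen read the other way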
dFosB act – mouse delta FosB homodimer activation; P13346; hit rate 0.99% among 340,000; AID 493131; activation, % at 25 µM; purified delta FosB, TAMRA-CDK5 oligo fluorescence polarization; percent of positive-control signal above neutral wells;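 active = mean activation above about 17%, with every replicate also reaching it, limit read from the data, passing the limit was not always enough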;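 also: fluorescence polarization rise as delta FosB binds a TAMRA Cdk5 AP-1 oligo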
CAL PDZ FP-2 – blocks peptide binding to the human CAL PDZ domain | Q9HD26 | purified CAL PDZ, TMR-peptide fluorescence polarization, 1 h | inhibition, % at 24.9 µM | hit rate 0.92% among 300,000 | AID 602252;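 active = mean inhibition of at least 30% with at least half of replicates also reaching 30%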;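 also: 0% = DMSO neutral control and 100% = excess unlabeled competitor peptide PRC23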
PfHsp90 set2 – reduces growth (ATP signal) of yeast expressing P. falciparum Hsp90 | hit rate 0.32% among 310,000 | AID 504621 | inhibition, % at 9.4 µM | S. cerevisiae expressing PfHsp90, BacTiter-Glo ATP, 48 h; yeast lacking PDR1 and PDR3 efflux regulators;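 active = every replicate shows inhibition above about 80%, whatever the replicate mean, limit read from the data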;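 also: 0% = DMSO neutral controls and 100% = 20 µM radicicol positive controls; yeast relying on Plasmodium falciparum Hsp90 in place of its own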
SR-BI DiI inh – inhibitors of mouse SR-BI mediated HDL lipid uptake; Q61009; ldlA[mSR-BI] CHO cells, DiI-HDL uptake fluorescence, 3 h; hit rate 0.96% among 320,000; AID 488896; inhibition, % at 12.5 µM;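 active = mean replicate inhibition of at least 70% and a set share of replicates each scoring 70 or more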;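 also: 0% = median of neutral control wells and 100% = median of positive control wells; values of inactives mirror those of a sister screen read the other way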
NSD2 inh – NSD2 (human) methyltransferase inhibition; O96028; NSD2 peptide methylation, AlphaScreen, 120 min; inhibition, % at 12.5 µM; hit rate 0.54% among 310,000; AID 743445; in the data active = inhibition above about 50%
Target sequence (O96028 whole entry, looked up): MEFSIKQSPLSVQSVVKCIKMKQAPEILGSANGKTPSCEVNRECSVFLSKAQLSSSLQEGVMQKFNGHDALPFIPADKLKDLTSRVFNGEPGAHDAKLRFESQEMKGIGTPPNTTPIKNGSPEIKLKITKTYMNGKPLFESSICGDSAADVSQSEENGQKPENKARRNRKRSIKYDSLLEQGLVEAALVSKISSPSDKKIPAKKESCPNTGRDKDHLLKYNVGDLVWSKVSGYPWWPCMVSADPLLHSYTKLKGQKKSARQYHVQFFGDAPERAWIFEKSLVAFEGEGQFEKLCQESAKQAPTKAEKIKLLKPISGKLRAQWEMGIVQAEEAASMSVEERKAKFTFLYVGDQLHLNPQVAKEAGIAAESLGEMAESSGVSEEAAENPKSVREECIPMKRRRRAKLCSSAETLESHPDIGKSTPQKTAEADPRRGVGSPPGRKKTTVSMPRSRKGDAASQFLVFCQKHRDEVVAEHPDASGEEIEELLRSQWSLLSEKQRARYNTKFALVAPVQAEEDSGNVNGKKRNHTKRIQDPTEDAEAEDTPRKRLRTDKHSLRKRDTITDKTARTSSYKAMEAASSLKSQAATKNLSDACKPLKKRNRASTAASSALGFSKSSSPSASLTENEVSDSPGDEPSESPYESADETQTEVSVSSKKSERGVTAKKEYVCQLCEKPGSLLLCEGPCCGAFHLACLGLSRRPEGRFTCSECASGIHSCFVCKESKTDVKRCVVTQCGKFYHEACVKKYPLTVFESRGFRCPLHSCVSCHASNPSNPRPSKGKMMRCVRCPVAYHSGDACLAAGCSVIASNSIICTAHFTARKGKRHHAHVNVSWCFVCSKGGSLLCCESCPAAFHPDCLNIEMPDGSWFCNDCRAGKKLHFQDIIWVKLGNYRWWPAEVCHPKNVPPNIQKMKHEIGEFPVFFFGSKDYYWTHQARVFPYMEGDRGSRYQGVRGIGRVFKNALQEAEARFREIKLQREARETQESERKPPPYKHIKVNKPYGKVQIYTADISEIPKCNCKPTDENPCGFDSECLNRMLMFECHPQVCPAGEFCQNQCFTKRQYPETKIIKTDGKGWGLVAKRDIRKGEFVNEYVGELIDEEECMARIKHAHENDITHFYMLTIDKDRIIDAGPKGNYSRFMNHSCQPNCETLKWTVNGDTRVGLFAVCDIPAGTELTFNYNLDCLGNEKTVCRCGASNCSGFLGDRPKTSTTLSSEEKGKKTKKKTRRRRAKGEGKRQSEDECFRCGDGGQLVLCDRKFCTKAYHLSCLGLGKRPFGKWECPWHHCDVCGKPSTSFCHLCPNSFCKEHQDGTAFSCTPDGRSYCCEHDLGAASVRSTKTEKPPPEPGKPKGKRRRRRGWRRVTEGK
Rtt109 Vps75 – inhibitors of Candida albicans Rtt109/Vps75 histone acetyltransferase | purified Rtt109/Vps75, ThioGlo CoA-SH fluorescence, 4 h | inhibition, % at 34.9 µM | hit rate 0.16% among 330,000 | AID 540336;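 active = inhibition of at least 50% in every replicate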
PvdQ acylase – blocks Pseudomonas aeruginosa PvdQ acylase activity; purified PvdQ acylase, fluorescence plate reader; inhibition, % at 10 µM; hit rate 0.063% among 340,000; in the data active = inhibition above about 30%, passing the limit was not always enough;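 also: 0% = vehicle neutral wells and 100% = reference inhibitor wells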
The depositor's hits bear a star; nt = no result given.

Start of the data: the first three entries, ahead of the listing:
CAL PDZ FP-1,mol,SR-BI DiI-HDL act,MITF act,dFosB act,CAL PDZ FP-2,PfHsp90 set2,SR-BI DiI inh,NSD2 inh,Rtt109 Vps75,PvdQ acylase
0.0,O=C(COc1ccccc1)NCC(=O)N/N=C/c1ccc(Cl)cc1,nt,0,6,nt,-5,2,-1,-2,5
0.0,COc1ccc(C(=O)CC(=O)C(=O)Nc2ccc(C)c(C)c2)cc1,-2,-4,-15,0,21,2,1,-8,-14
-2.0,Cc1cc(NC(=O)CN(C)S(=O)(=O)c2cnc[nH]2)ccc1Br,10,14,3,-2,46,-10,-4,8,-14

The whole of this part, from the first entry:
CAL PDZ FP-1,mol,SR-BI DiI-HDL act,MITF act,dFosB act,CAL PDZ FP-2,PfHsp90 set2,SR-BI DiI inh,NSD2 inh,Rtt109 Vps75,PvdQ acylase
0.0,O=C(COc1ccccc1)NCC(=O)N/N=C/c1ccc(Cl)cc1,nt,0,6,nt,-5,2,-1,-2,5
0.0,COc1ccc(C(=O)CC(=O)C(=O)Nc2ccc(C)c(C)c2)cc1,-2,-4,-15,0,21,2,1,-8,-14
-2.0,Cc1cc(NC(=O)CN(C)S(=O)(=O)c2cnc[nH]2)ccc1Br,10,14,3,-2,46,-10,-4,8,-14
0.6,COC(=O)[C@@]1(C)[C@H]2C(=O)N(Cc3ccccc3)C(=O)[C@H]2[C@H]2CN=C(SCc3ccccc3)N21,-6,3,1,-3,-3,6,nt,-6,0
-1.8,CCOC(=O)C1(Cc2ccccc2)NC(c2ccccc2F)C2C(=O)N(CC)C(=O)C21 (configuration not stated),29,nt,-8,-1,-8,-29,-1,8,-7
-1.7,CSc1ccc(NC(=O)N2CC=C(n3c(=O)[nH]c4ccccc43)CC2)cc1,-23,-18,-7,-6,-4,23,8,3,-3
-3.9,CCOc1ccc(N(CCCCO)C(=S)NC(=O)c2ccc(C)c(Br)c2)cc1,nt,-4,-7,9,13,nt,1,4,0
-1.0,Cc1c(C(=O)OCC(=O)N2CCN(c3ccccc3)CC2)oc2ccccc12,-3,-5,-9,nt,nt,3,1,-5,-8
-1.2,O=C(NCC1CCCO1)c1ccc(CSCc2cccc(F)c2)o1 (configuration not stated),0,-2,-5,-1,13,0,2,-1,-28
-0.1,CCN(Cc1ccccc1)C(=O)CCc1nc(-c2ccc(C)cc2)no1,23,-6,-7,-4,8,-23,-5,8,-17
1.0,CNC(=O)c1c(NC(=O)C2=COCCO2)sc(C)c1C,-8,12,-2,-2,8,8,-1,-1,-10
-2.5,Cc1ccc(C(=O)Nc2ccccc2C(=O)O)cc1S(=O)(=O)NC1CCCCC1,8,4,-10,-10,9,-8,1,11,-17
-0.3,COc1ccc(/C=C/C(=O)C2C(=O)C=C(C)OC2=O)cc1O (configuration not stated),33,-9,-9,-5,51,-33,5,6,10
3.1,COc1cccc(-n2c(=S)sc3c(=O)n(-c4ccccc4OC)c(SCC4OCCO4)nc32)c1,34,1,2,-7,-14,-34,-2,-5,-8
6.1,O=C(Nc1nccs1)c1ccccc1N=Cc1ccccc1,1,42,-1,59*,13,-1,nt,-250,-15
-0.5,O=C(CSc1nc2sc3c(c2c(=O)n1-c1ccccc1)CCCC3)N/N=C/c1ccc(C(=O)O)cc1,5,2,-2,-1,0,-5,nt,-3,-9
-0.8,COC(=O)c1ccc(-n2c(C)cc(C(=O)COC(=O)CNS(=O)(=O)c3ccc(C)cc3)c2C)cc1,-5,2,2,0,-17,5,-2,21,-9
-0.4,C/C(=N\NC(=O)CSCc1ccccc1Cl)c1cccc(NC(=O)c2ccccc2)c1,-50,nt,13,-2,nt,50,-2,8,-5
-2.9,COc1cccc(NC(=O)CSC2=NN3CCCC(=O)N=C3S2)c1,1,0,-15,-5,7,-1,nt,7,6
-1.3,COc1ccc(CCNC(=O)/C=C/c2ccco2)cc1,5,nt,-8,-5,-6,-5,-2,-5,-19

Two records drawn at random from those above:
CAL PDZ FP-1,mol,SR-BI DiI-HDL act,MITF act,dFosB act,CAL PDZ FP-2,PfHsp90 set2,SR-BI DiI inh,NSD2 inh,Rtt109 Vps75,PvdQ acylase
0.0,COc1ccc(C(=O)CC(=O)C(=O)Nc2ccc(C)c(C)c2)cc1,-2,-4,-15,0,21,2,1,-8,-14
-2.5,Cc1ccc(C(=O)Nc2ccccc2C(=O)O)cc1S(=O)(=O)NC1CCCCC1,8,4,-10,-10,9,-8,1,11,-17

Back to the main list, repeating the 5 entries before the break.
CAL PDZ FP-1,mol,SR-BI DiI-HDL act,MITF act,dFosB act,CAL PDZ FP-2,PfHsp90 set2,SR-BI DiI inh,NSD2 inh,Rtt109 Vps75,PvdQ acylase
-0.5,O=C(CSc1nc2sc3c(c2c(=O)n1-c1ccccc1)CCCC3)N/N=C/c1ccc(C(=O)O)cc1,5,2,-2,-1,0,-5,nt,-3,-9
-0.8,COC(=O)c1ccc(-n2c(C)cc(C(=O)COC(=O)CNS(=O)(=O)c3ccc(C)cc3)c2C)cc1,-5,2,2,0,-17,5,-2,21,-9
-0.4,C/C(=N\NC(=O)CSCc1ccccc1Cl)c1cccc(NC(=O)c2ccccc2)c1,-50,nt,13,-2,nt,50,-2,8,-5
-2.9,COc1cccc(NC(=O)CSC2=NN3CCCC(=O)N=C3S2)c1,1,0,-15,-5,7,-1,nt,7,6
-1.3,COc1ccc(CCNC(=O)/C=C/c2ccco2)cc1,5,nt,-8,-5,-6,-5,-2,-5,-19
-0.8,CCOC(=O)C1=C(C)NC2=C(C(=O)C(C(=O)OCC)C(c3ccccc3OC)C2)C1c1ccccn1 (configuration not stated),3,-1,4,-1,nt,-3,6,1,-6
-0.2,CCCCN1C(=O)CC(SC2CC(=O)N(CCCC)C2=O)C1=O (configuration not stated),1,14,0,-3,-3,-1,6,1,3
-1.7,NC(=O)c1nsc(C(=O)N(c2ccccc2F)C(C(=O)NCc2ccccc2)c2ccc(O)cc2)c1N (configuration not stated),8,1,32*,-6,-27,-8,3,-14,-2
0.3,C[C@H](CO)N1C[C@H](C)[C@@H](CN(C)C)Oc2c(NC(=O)Cc3ccccc3)cccc2C1=O,-6,7,0,5,3,6,nt,0,9
-0.8,O=C(COC(=O)c1n[nH]c2ccccc12)NCCc1ccc(Cl)cc1,-8,-4,6,-5,11,8,nt,7,-30
0.6,CCC(CC)C(=O)Nc1c2c(nn1-c1ccc(OC)cc1)CS(=O)C2 (configuration not stated),31,-1,3,-3,-1,-31,0,-4,-19
0.8,COc1ccc(-c2cc([N+](=O)[O-])ccc2OCC(=O)N(C)CC(=O)Nc2ccc(C)cc2)cc1,-6,-15,-6,6,-14,6,-1,-5,-16
-0.1,Cn1c(=O)[nH]c(=O)c2c1nc(SCc1ccccc1Cl)n2CC(N)=O,16,8,-9,-2,16,-16,-4,1,-11
0.0,COc1ccc(OC)c(C(=O)c2nc3c(n2O)CCCCC3)c1,1,-10,0,nt,nt,-1,0,-5,-11
-0.6,Cc1ccc(-c2nnc(SCC(=O)Nc3ccc(S(=O)(=O)N4CCCCCC4)cc3)o2)cc1,3,-14,4,nt,-3,-3,-3,5,-12
0.1,O=C(CCNS(=O)(=O)c1ccc(Br)cc1)NCc1ccc(F)cc1,23,-6,-4,nt,-5,-23,0,3,-9
-3.0,CC(=O)Nc1ccccc1OCCOc1ccc(Br)cc1,-8,-9,-15,-3,-13,8,-1,-2,-20
-2.6,CCc1c(C(=O)Nc2ccc(C)c(C)c2)[nH]c(C)c1C(C)=O,-48,88*,-8,-3,-11,48,2,-2,-6
-2.6,OC(COCc1ccccc1)Cn1cnc2ccccc21 (configuration not stated),8,1,2,nt,-12,-8,9,16,7
0.3,CCOC(=O)c1sc(=S)n(-c2ccc(F)c(F)c2)c1N,-2,0,9,-2,14,2,-1,8,-3
-2.5,O=C(c1ccco1)N(Cc1cccc([N+](=O)[O-])c1)c1ccc(Br)cc1,-11,-8,2,0,0,11,6,nt,-2
-0.6,O=C(NCCCN1CCCC1)Nc1cccc2ccccc12,-11,1,3,1,nt,11,1,-5,-12
-1.9,COC(=O)c1cc2oc(C)cc2n1CC(=O)Nc1ccc(C)c(C)c1,-19,0,-11,0,-13,19,-4,5,5
-0.6,COc1ccccc1NS(=O)(=O)c1ccc(C)c(C(=O)NC2CCN(Cc3ccccc3)CC2)c1,-4,-17,-4,nt,-11,4,nt,-2,-5
-0.3,O=C(CSc1nnc(-c2cccc(Br)c2)o1)N1CCOCC1,-10,27,-16,-3,7,10,-2,-4,2

Other results follow:
CAL PDZ FP-1,mol,SR-BI DiI-HDL act,MITF act,dFosB act,CAL PDZ FP-2,PfHsp90 set2,SR-BI DiI inh,NSD2 inh,Rtt109 Vps75,PvdQ acylase
-2.1,Cc1cc2oc(C(=O)Nc3ccc(S(N)(=O)=O)cc3)c(C)c2cc1Cl,-30,-14,8,5,-189,30,-2,-12,-3
-3.3,CN(C(=O)c1ccccc1C(=O)OCC(=O)c1ccc(F)c(F)c1)C1CCCCC1,-22,-1,-22,-4,nt,22,2,1,-4
-1.0,Cc1cc(C)c(NC(=O)CN2C(=O)NC(Cc3ccccc3)C2=O)c(C)c1 (configuration not stated),-2,1,15,-1,12,2,36,18,2
-1.8,CCOC(=O)CC(NC(=O)CCc1c(C)nc2ncnn2c1C)c1ccc(OC(C)C)cc1 (configuration not stated),5,5,2,-2,4,-5,29,0,-16
-1.9,Cc1cccc(NC(=O)C2CCCN(C(=O)NCc3ccccc3)C2)c1C (configuration not stated),nt,-1,-5,-10,36,nt,3,3,-10
-0.7,CC(C)OC(=O)CSc1nc2ccccc2s1,16,29,-1,-4,7,-16,-2,-24,-1
-1.2,c1coc(CNc2ncnc3sc4c(c23)CCCCC4)c1,-17,9,0,-6,-6,17,1,18,-6
-0.9,CN1/C(=C\C(=O)CSc2ncn[nH]2)C(C)(C)c2ccccc21,19,7,10,3,-1,-19,8,-8,-19
-1.7,Oc1ccc(-c2nccc(-c3ccc(Cl)cc3Cl)n2)cc1,-22,19,15,-4,-54,22,-7,27,8
-0.4,COc1ccc(C(=O)CC(=O)C(=O)Nc2cc([N+](=O)[O-])ccc2OC)cc1,nt,2,-1,1,5,nt,nt,-3,-13
-1.3,Cn1cc(CNCc2cn[nH]c2-c2ccc(F)cc2)c(-c2ccc3c(c2)OCCO3)n1,13,-1,-2,3,6,-13,1,nt,-15
-2.9,COc1ccc(N2CCN(CCN3C(=O)c4ccccc4C3=O)CC2)cc1,nt,6,-1,-5,-1,nt,-2,2,-10
-0.2,Cc1ccc(N2C(=O)N(CC(=O)Nc3ccccc3C)C(=O)C2C)cc1 (configuration not stated),nt,8,-7,3,-3,5,-1,17,8
-0.9,c1ccc(-c2nnc3n2N=C(c2ccc4c(c2)OCO4)CS3)nc1,10,-2,-28,nt,0,-10,11,-5,-7
